# hIAP activ – human IAP activators, primary screen, biochemical, luminescence, uHTS; Intestinal-type alkaline phosphatase (Homo sapiens), P09923; purified human IAP, CDP-Star luminescence, 30 min; hits give high values; 1 = vehicle-only enzyme, 0 = enzyme-free background; activation factor at 10 µM; actives 0.16% (n = 330,000);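 active = activation factor of the enzyme at least 2-fold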; note: the source names both 10 and 20 µM as test concentration; values of inactives mirror those of a sister screen read the other way
# Target sequence (P09923 whole entry, looked up): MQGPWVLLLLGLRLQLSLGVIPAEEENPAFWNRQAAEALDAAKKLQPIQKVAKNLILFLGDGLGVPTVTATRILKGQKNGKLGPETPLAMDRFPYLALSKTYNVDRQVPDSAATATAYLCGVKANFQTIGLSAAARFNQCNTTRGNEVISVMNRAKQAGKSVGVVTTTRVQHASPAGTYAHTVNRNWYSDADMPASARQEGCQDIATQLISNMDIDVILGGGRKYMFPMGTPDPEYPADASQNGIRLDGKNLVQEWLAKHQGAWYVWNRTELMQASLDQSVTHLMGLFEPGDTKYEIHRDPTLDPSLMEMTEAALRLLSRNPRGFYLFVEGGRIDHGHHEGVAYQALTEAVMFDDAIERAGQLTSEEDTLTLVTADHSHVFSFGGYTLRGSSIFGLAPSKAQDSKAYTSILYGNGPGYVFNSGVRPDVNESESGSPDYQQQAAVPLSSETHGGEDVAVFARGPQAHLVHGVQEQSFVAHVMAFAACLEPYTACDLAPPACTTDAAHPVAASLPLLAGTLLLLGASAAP
# Apaf1 inhib – inhibitors of human Apaf-1 apoptosome, primary screen, biochemical, DEVD-Rh110 fluorescence, uHTS; Apoptotic protease-activating factor 1 (Homo sapiens), O14727; reconstituted apoptosome caspase-3 activity; inhibition, % at 20 µM; actives 0.71% (n = 330,000); active = inhibition of at least 40% at 20 µM;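 note: plate controls were DMSO wells for no effect and DEVD-CHO caspase inhibitor wells for full effect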
#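 Material: reconstituted apoptosome with Apaf-1, cytochrome c, caspase-9, procaspase-3, dATP / Buffer or medium: pH 7.5 Hepes buffer with CHAPS, BSA, DTT / Also added: cytochrome c with DEVD-Rh110 / Schedule: compound with Apaf-1, dATP, procaspase-3 30 min, then 50 min reaction, room temperature / Technique: rhodamine 110 fluorescence at Ex 480/Em 540 nm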
# mIAP inh – inhibitors of mouse IAP, primary screen, biochemical, luminescence, uHTS | inhibition, % at 10 µM | purified mouse IAP, CDP-Star luminescence, 30 min | AID 2806, 2010 | actives 0.2% (n = 330,000);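 active = inhibition of at least 40% at 10 µM in the primary screen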;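 note: plate controls were DMSO with enzyme for no effect and no enzyme wells for full effect; values of inactives mirror those of a sister screen read the other way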
# TIM10 inh – growth inhibitors of isogenic TIM10 control yeast, primary screen, counter-screen for tim10-1 yeast inhibitor project, luminescence, uHTS; actives 1.4% (n = 330,000); AID 463195, 2010; S. cerevisiae TIM10 strain growth, BacTiter-Glo luminescence, 24 h; inhibition, % at 10 µM;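 active = inhibition of 40% or more at the single tested concentration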;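 note: wild-type TIM10 isogenic control strain grown at permissive 25 °C; 0% = DMSO yeast wells and 100% = minimal medium wells without yeast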
# NALP3 yeast inh – NALP3 inflammasome inhibitors in reconstituted yeast, primary screen, luminescence, uHTS | AID 2825, 2010 | inhibition, % at 10 µM | Yeast reconstituted NLRP3/ASC/caspase-1, beta-gal luminescence, 24 h | actives 0.39% (n = 330,000);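 active = inhibition of 50% or more; inactive = inhibition below 50%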;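 note: plate controls were induced DMSO wells for no effect and uninduced yeast grown without galactose for full effect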
# ATG4B inhibitor – ATG4B protease inhibitors, primary screen, biochemical, fluorescence, uHTS | ATG4B cleavage of LC3-PLA2, NBD-HPC fluorescence, 1 h | inhibition, % at 8.33 µM | actives 0.51% (n = 340,000) | AID 504462, 2011; in the data active = inhibition above about 40%
# Target sequence (Q9Y4P1 whole entry, looked up): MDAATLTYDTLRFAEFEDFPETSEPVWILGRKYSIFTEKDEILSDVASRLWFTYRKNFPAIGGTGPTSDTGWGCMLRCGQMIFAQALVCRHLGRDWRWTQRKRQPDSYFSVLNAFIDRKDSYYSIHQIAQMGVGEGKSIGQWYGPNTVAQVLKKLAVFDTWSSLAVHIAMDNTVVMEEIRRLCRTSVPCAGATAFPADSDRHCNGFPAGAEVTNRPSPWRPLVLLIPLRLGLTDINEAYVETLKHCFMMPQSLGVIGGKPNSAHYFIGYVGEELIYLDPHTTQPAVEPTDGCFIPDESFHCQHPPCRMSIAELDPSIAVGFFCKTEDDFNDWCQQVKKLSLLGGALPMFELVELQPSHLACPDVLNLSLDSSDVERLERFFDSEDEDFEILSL
# mIAP act – activators of mouse IAP, primary screen, biochemical, luminescence, uHTS | intestinal alkaline phosphatase [Mus musculus] | muIAP, CDP-Star luminescence, 30 min; hits give high values; 1 = vehicle-only enzyme signal, 0 = enzyme-free wells | activation factor at 10 µM | actives 0.24% (n = 330,000) | AID 2805, 2010;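 active = activation factor of at least 2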; note: the source names both 10 and 20 µM as test concentration; values of inactives mirror those of a sister screen read the other way
#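 System: Mouse IAP enzyme | Also added: CDP-Star substrate | Dosing: Compounds dispensed in DMSO | Schedule: 30 min enzyme-substrate-compound incubation at room temperature | Technique: Chemiluminescence readout | Control set: DMSO-only wells and no-enzyme negative control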
# tim10-1 inh – growth inhibitors of tim10-1 mutant yeast, primary screen, luminescence, uHTS | S. cerevisiae tim10-1 ts strain growth, BacTiter-Glo, 24 h | actives 2.2% (n = 330,000) | inhibition, % at 20 µM;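 active = inhibition of at least 40%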;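 note: mutant grown at 25 °C; 0% = DMSO wells with yeast and 100% = wells holding no yeast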
# hIAP block – human IAP inhibitors, primary screen, biochemical, luminescence, uHTS. Intestinal-type alkaline phosphatase (Homo sapiens), P09923. purified IAP, CDP-Star luminescence, 30 min. inhibition, % at 10 µM. actives 0.12% (n = 330,000). AID 2544, 2010;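 active = inhibition reaching a set limit with compound at 10 µM in the primary screen, cut at about 35% in these data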;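 note: plate controls were DMSO wells with enzyme for no effect and no-enzyme buffer wells for full effect; values of inactives mirror those of a sister screen read the other way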
# An asterisk follows results filed as active.
SMILES,hIAP activ,Apaf1 inhib,mIAP inh,TIM10 inh,NALP3 yeast inh,ATG4B inhibitor,mIAP act,tim10-1 inh,hIAP block
CN1CCCC(OC(=O)c2cc(Cl)ccc2Cl)C1 (stereo not given),1,-2,-14,-4,9,-1,1.1,3,-1
Nc1cc(S(=O)(=O)N2CCOCC2)ccc1Oc1ccc(F)cc1,0.85,-7,0,21,-13,11,1,21,15
O=C(Cn1ncc2c3ccccc3n(Cc3cccc(Cl)c3)c2c1=O)NCC1CCCO1 (stereo not given),1,18,-7,16,16,2,1.1,4,-2
CC1CCN(C(=O)COC(=O)c2cccs2)CC1,1,-3,-2,-1,-7,1,1,16,-5
CN(C)/C=C1\C(=O)NN=C1c1ccccc1,0.98,4,3,1,7,-6,0.97,13,2
COc1cc(OC)cc(N(C(=O)c2ccco2)C(C(=O)NC2CCCC2)c2ccc(N(C)C)cc2)c1 (stereo not given),1.1,28,0,18,18,0,1,17,-10
Cc1cccc(NC(=O)N2C3CCCC2CC(NC(=O)C(C)(C)C)C3)c1 (stereo not given),0.84,4,-2,12,17,-7,1,6,16
COc1cc(NC(=O)c2cnc(NCc3ccccc3)nc2C)cc(OC)c1OC,0.95,4,-6,-14,11,-2,1.1,-24,5
Cc1ccc(Oc2nc3c(C)cccn3c(=O)c2/C=C(\C#N)C(N)=O)cc1,0.94,-10,10,16,12,0,0.9,14,6
COc1ccc(NC(=S)NC(=O)c2ccc(Br)o2)cc1,1,1,-3,4,38,3,1,14,-4
COc1ccc(NC(=O)CN(C)C(=O)c2ccc3ccccc3c2)cc1,1,6,-3,6,22,4,1,-7,-3
COc1cccc(-c2nn(-c3ccccc3)cc2/C=C(/NC(=O)c2ccccc2)C(=O)O)c1,1.1,5,-7,-1,12,-8,1.1,-7,-14
Cn1cccc1-c1nc2ccc(NC(=O)c3ccccc3)cc2[nH]1,1,3,-6,22,10,-5,1.1,-30,-4
COC(=O)c1c(S(=O)(=O)NCc2ccccc2)sc(C(=O)O)c1C,1.1,0,-1,-5,3,4,1,-11,-6
O=C(O)c1ccccc1C(=O)Nc1ccc(Br)c2cccnc12,1,12,-10,5,15,3,1.1,10,-1
CC(=O)c1ccc(NS(=O)(=O)c2c(C)cc(C)cc2C)cc1,0.99,7,1,12,-19,-11,0.99,13,1
N=c1n(Cc2ccccc2)c2ccccc2n1CC(O)COc1ccc(Cl)cc1Cl (stereo not given),1.2,52*,2,18,21,1,0.98,40*,-22
Cc1ccc2oc(=O)cc(CN3CCCCC3)c2c1,1.1,3,12,-4,-14,3,0.88,7,-14
O=C(COC(=O)c1ccc(-n2cnnn2)cc1)Nc1cc(Cl)ccc1F,1,-12,8,-16,8,0,0.92,-6,-1
CCC[C@@H](CN1CCC[C@H]1CN1C(N)=NC[C@H]1C(C)C)N1C[C@@H]([C@H](C)CC)N(CCCC2CCCC2)C1=N,1,37,-32,10,-2,7,1.3,0,-4
O=C(CSc1nnc2ccccn12)Nc1ccccc1C(=O)NC1CC1,0.82,4,-3,-1,-2,-7,1,9,18
O=C(O)c1nccnc1C(=O)Nc1ccc(S(=O)(=O)N2CCOCC2)cc1,1,-19,1,29,26,-4,0.99,8,-2
O=C(NCCCN1CCOCC1)c1ccc(S(=O)(=O)Nc2cccc(C(F)(F)F)c2)cc1,1,6,-8,3,28,2,1.1,22,-4
COC(=O)c1cnn(-c2nc(OC)cc(OC)n2)c1C,1.1,2,-2,2,17,-8,1,25,-6
O=C(CN1CCN(S(=O)(=O)c2ccccc2)CC1)Nc1ccc(Cl)c(Cl)c1,1.1,25,-14,25,9,-12,1.1,43*,-8

# A draw from above in order of molecular weight, lowest first:
SMILES,hIAP activ,Apaf1 inhib,mIAP inh,TIM10 inh,NALP3 yeast inh,ATG4B inhibitor,mIAP act,tim10-1 inh,hIAP block
CC1CCN(C(=O)COC(=O)c2cccs2)CC1,1,-3,-2,-1,-7,1,1,16,-5
O=C(O)c1nccnc1C(=O)Nc1ccc(S(=O)(=O)N2CCOCC2)cc1,1,-19,1,29,26,-4,0.99,8,-2
O=C(CN1CCN(S(=O)(=O)c2ccccc2)CC1)Nc1ccc(Cl)c(Cl)c1,1.1,25,-14,25,9,-12,1.1,43*,-8
O=C(Cn1ncc2c3ccccc3n(Cc3cccc(Cl)c3)c2c1=O)NCC1CCCO1 (stereo not given),1,18,-7,16,16,2,1.1,4,-2

# (more compounds)
SMILES,hIAP activ,Apaf1 inhib,mIAP inh,TIM10 inh,NALP3 yeast inh,ATG4B inhibitor,mIAP act,tim10-1 inh,hIAP block
O=C(O)COc1ccc(Br)cc1/C=N\Nc1ccccn1,1.1,-2,3,-2,17,0,0.97,4,-8
Cn1c(=O)oc2cc(S(=O)(=O)N3CCCCC3)ccc21,1.1,10,-4,-7,-13,6,1,2,-13
CC12CCC(C(=O)NNc3ccc([N+](=O)[O-])cc3)(CC1=O)C2(C)C (stereo not given),1.2,6,5,6,14,9,0.95,11,-16
CC(=O)c1ccc(S(=O)(=O)N2CCn3cccc3C2C)cc1 (stereo not given),1.1,11,4,5,11,-51,0.96,11,-12
CC(C)CN(C(=O)CCNC(=O)c1ccccc1Cl)C1CCS(=O)(=O)C1 (stereo not given),0.95,-7,5,-6,17,6,0.95,-6,5
CCC(C)NC(=O)C1=C(C)C(=O)OC12CCC(C)CC2 (stereo not given),0.96,-3,-6,4,5,0,1.1,7,4
O=C(O)CSc1ncnc2sc(-c3ccccc3)cc12,1,6,4,-3,4,7,0.96,1,-2
Cc1nn(Cc2ccc(F)cc2)c(Cl)c1/C=N/NC(=O)c1ccccc1,1.1,14,-11,7,5,-2,1.1,-2,-10
CCC(=O)NCCCc1nc2ccccc2n1Cc1ccccc1F,1.1,0,9,4,5,-5,0.91,0,-14
COc1ccc(-c2cc(=O)oc3c(C)c(OC(C)C(=O)NCc4ccccn4)ccc23)cc1 (stereo not given),0.86,5,12,8,12,-27,0.88,12,14
CCC(C)NC(=O)NCc1ccccc1F (stereo not given),1,2,-9,-4,-1,4,1.1,1,-1
COc1ccc(C(=O)NCC2CCCN2S(=O)(=O)c2cccs2)cc1 (stereo not given),1.3,13,-2,3,18,-5,1,22,-28
Cc1cccc(NC(=S)N/N=C/c2cccn2Cc2ccc(F)cc2)c1,0.99,-5,6,53*,29,17,0.94,35,1
CC(=O)[C@@]1(O)CC[C@H]2[C@@H]3CCC4=CC(=O)CC[C@]4(C)[C@H]3CC[C@@]21C,1.1,18,1,-1,-1,-6,0.99,35,-15
CCNC(=O)Nc1ccc(S(=O)(=O)Nc2cnc(C)nc2C)cc1,1,-6,-4,0,12,-14,1,24,-5
N#Cc1cc2ccccc2n2nnnc12,0.92,5,-1,8,15,3,1,20,8
O=C1c2ccccc2C(=O)c2c1oc(C(F)(F)F)c2C(=O)c1ccccc1,1.9,79*,7,78*,4,4,0.93,80*,-86
COC(=O)CSc1snnc1-c1ccc(Cl)cc1Cl,1.1,8,-3,-11,10,-3,1,-11,-9
CC1CCCN(S(=O)(=O)c2csc(C(N)=O)c2)C1 (stereo not given),1,0,-6,3,11,-7,1.1,-7,-2
CC1CCCCC1NC(=S)NC(=O)c1ccccc1Br (stereo not given),0.93,12,9,13,20,20,0.91,10,7
CC(OC(=O)CCc1nc(=O)c2ccccc2n1C)C(=O)NCc1ccc2c(c1)OCO2 (stereo not given),0.95,-10,-3,10,25,-1,1,4,5
COc1ccc(CNC(=O)CC2Sc3ccccc3NC2=O)cc1 (stereo not given),0.94,2,-5,-3,25,-4,1,-8,6
CCOC(=O)c1c(C)[nH]c(C)c1C(=O)COC(=O)c1ccc(S(=O)(=O)N(CC)CC)cc1,1,11,-2,9,26,-16,1,15,0
CCCCN1C(=N)N([C@@H](C)CN2CCC[C@H]2CN2C(N)=NC[C@H]2CC(C)C)C[C@H]1Cc1ccccc1,1.2,18,-18,-4,1,3,1.2,-12,-21
COC(=O)c1cc(=O)n(-c2ccccc2)c(=Nc2ccccc2)s1,0.97,-1,6,18,3,2,0.94,51*,3

# Continued.
SMILES,hIAP activ,Apaf1 inhib,mIAP inh,TIM10 inh,NALP3 yeast inh,ATG4B inhibitor,mIAP act,tim10-1 inh,hIAP block
COc1ccc(OC)c(C2=NNC(=NCc3ccc4c(c3)OCO4)SC2)c1,0.98,-6,9,31,-3,-20,0.91,37,2
CCOC(=O)c1ccc(NC(=O)C2(c3ccccc3)CCCC2)cc1,1,27,-7,6,0,13,1.1,11,0
CC(C)(C)OC(=O)N1CCC(C(=O)NNC(=O)c2ccc(Cl)cc2Cl)CC1,1.7,-7,2,19,-2,-8,0.98,15,-74
Cn1c(=O)c2c(SCC(=O)NCc3ccco3)nc(-c3ccccc3Cl)nc2n(C)c1=O,1,10,13,-11,6,-2,0.87,-14,-3
CCCCN(CC(=O)NC1CC1)S(=O)(=O)c1ccc(OCC)cc1,0.88,5,-10,2,18,-5,1.1,-5,12
CCN(CC)C(=O)NCc1c(C)cc(C)cc1C,0.92,-3,3,7,10,-8,0.97,4,8
C[C@H]1CN([C@@H](C)CO)C(=O)c2cccc(NC(=O)Nc3ccc(C(F)(F)F)cc3)c2O[C@@H]1CN(C)Cc1ccc(Cl)c(Cl)c1,1.3,29,-42,7,23,-8,1.4,27,-28
O=C(O)COc1ccccc1/C=N/n1c(C2CCCCC2)n[nH]c1=S,1.1,-1,2,-2,12,-2,0.97,6,-5
COc1ccc(S(=O)(=O)n2oc(=O)cc2-c2ccccc2)cc1OC,1.2,-7,7,32,-10,-14,0.93,37,-20
CCc1cccc(NC(=S)N(CCCN2CCOCC2)C(C)c2cc3cccc(OC)c3o2)c1 (stereo not given),1.2,5,-21,-15,-6,-7,1.2,18,-25
Cc1cc(NC(=O)COC(=O)C2CC(=O)N(c3ccc(Cl)cc3)C2)no1 (stereo not given),0.91,3,-1,3,20,-6,1,7,9
N/C(=N\OC(=O)c1cc(-c2ccccc2)nc2ccccc12)c1ccc(Cl)cc1,0.92,-1,-1,89*,-14,-7,1,59*,8
O=C(CSc1nnc(NC(=O)C2CC2)s1)NCc1ccco1,0.98,-2,-16,6,8,4,1.2,21,2
CCn1c(SCC(=O)c2cc(OC)ccc2OC)nnc1-c1ccncc1,0.8,-5,13,4,20,-1,0.87,-1,20
COc1cc(C(=O)N2CCN(C(=O)C(Cc3cc(C)ccc3C)NC(C)=O)CC2)cc(OC)c1OC (stereo not given),0.9,-20,-2,15,-3,-2,1,5,10
CCN(c1ccccc1)S(=O)(=O)c1ccc(N)c(OC)c1,1.1,1,4,14,4,2,0.96,10,-7
CNC(=O)NC(=O)COC(=O)CCCOc1ccc(OC)cc1,0.96,-1,7,7,1,-6,0.93,8,4
COc1ccc(CN(C)C(=O)C2CCN(C(=O)Nc3ccccc3)CC2)cc1OC,1.1,-11,-3,2,17,-1,1,1,-9
